# hcGAS lum: blocks human cGAS activity | Q8N884 | recombinant h-cGAS, ATP depletion, Kinase-Glo luminescence | inhibition, % at 12.5 µM | 290,000 compounds, 0.081% hits;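 also: 0% = vehicle reaction and 100% = reaction without DNA for no activity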
# Target sequence (Q8N884 whole entry, looked up): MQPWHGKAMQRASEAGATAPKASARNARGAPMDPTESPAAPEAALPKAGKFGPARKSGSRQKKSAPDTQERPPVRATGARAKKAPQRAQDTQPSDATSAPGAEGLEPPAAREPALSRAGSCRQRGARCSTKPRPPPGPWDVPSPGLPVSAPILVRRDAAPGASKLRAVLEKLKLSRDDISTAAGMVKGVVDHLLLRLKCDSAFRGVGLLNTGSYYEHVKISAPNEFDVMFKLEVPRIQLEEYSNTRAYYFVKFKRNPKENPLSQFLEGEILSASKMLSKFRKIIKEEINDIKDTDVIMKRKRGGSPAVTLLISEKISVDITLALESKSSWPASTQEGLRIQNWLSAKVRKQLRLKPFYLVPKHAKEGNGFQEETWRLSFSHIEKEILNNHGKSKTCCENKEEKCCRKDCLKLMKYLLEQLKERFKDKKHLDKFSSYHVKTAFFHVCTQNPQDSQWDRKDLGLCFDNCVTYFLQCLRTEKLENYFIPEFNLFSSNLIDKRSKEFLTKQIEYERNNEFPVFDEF
# NPYLR7 ag: mosquito NPYLR7 agonism | HEK293T NPYLR7/Galpha15, GCaMP6s calcium fluorescence | 270,000 compounds, 0.15% hits | AID 1259423 | activation, % at 10 µM; in the data active = activation above about 40%;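 also: 0% = vehicle and 100% = reference agonist at the receptor; some compounds past the cut are filed as inactive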
# mcGAS lum: inhibitors of mouse cGAS. AID 1259399. recombinant cGAS, Kinase-Glo ATP depletion luminescence. 160,000 compounds, 0.15% hits. Q8C6L5. inhibition, % at 12.5 µM;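 also: 0% = negative control wells and 100% = reference inhibitor with no enzyme activity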
# The depositor's hits bear a star; x = not tested or not shown; & = joins results of further samples. Rule as the data show it, unless noted: active = inhibition above about 40%; inactive = the rest.
SMILES	hcGAS lum	NPYLR7 ag	mcGAS lum
O=C(c1cc(-c2ccccc2)on1)N1C[C@H](O)[C@@H](N2CCOCC2)C1	-11	6	x
Cc1ccc(-c2cc(NC3CCCC3)nc3[nH]ccc23)c(N)n1	-7	2	-13
N#CC1=C2C=CC=CN2C(c2ccccc2)(C(F)(F)F)N=C1SCC(=O)NC1CC1 (configuration not stated)	8	5	x
COCCSc1nc2c(c(=O)[nH]c(=O)n2C)n1Cc1ccccc1	0	-2	-5
C[C@@H]1CC[C@H]2[C@H](C)[C@H]3CC[C@H]4C5[C@@H](O)CC6=CC(=O)CC[C@]6(C)[C@H]5C[C@H]4[C@@H]3C(=O)N2C1 (some centres not stated)	-5	2	-5
CC(C)c1c(C(=O)NC2CCS(=O)(=O)C2)cnn1-c1ccc(Cl)cc1 (configuration not stated)	-6	4	x
COc1cc(NC(=O)c2ccc(N3CCC(C)=N3)cc2)cc(OC)c1	-25	0	-11
CCC(NC(=O)C1CCCC1)C1c2cc(OC)c(OC)cc2CCN1Cc1cccc(OC)c1 (configuration not stated)	-3	-1	-3
Cc1nn(CC(=O)N(C)CC(=O)Nc2cccc(F)c2)c(C)c1[N+](=O)[O-]	-9	1	x
CCC1CN(c2ncc(C(C)(C)C(=O)O)c(N3CCOCC3)n2)CCN1C (configuration not stated)	-8	x	-2
CCOC(=O)C1CCN(CC(=O)N2N=C(c3ccc(C)cc3C)CC2c2ccccc2Cl)CC1 (configuration not stated)	-3	1	-3
CC(C)[C@@H]1CC[C@@H](C)C[C@H]1OCC(=O)N1CCCN(Cc2cc(=O)c(OCc3cccc(F)c3)co2)CC1	-6	10	-5
O[C@@H]1CN(Cc2cnn(-c3cccc(Cl)c3)c2)CC[C@H]1N1CCCCCC1	-5	5	-11
Cc1nn(CN2CCOC(c3ccc(Cl)cc3)C2)c(=O)c(C#N)c1C (configuration not stated)	4	-2	-1
CCC(=O)N1CCCC1(C)C(=O)Nc1cccc2c1CCCC2 (configuration not stated)	-12	5	-5
Cc1ccc(-c2ccsc2C(=O)OC(C)C(=O)NC(C)C)cc1 (configuration not stated)	-10	-3	x
CCCOc1cccn2c(N(C)C(=O)CC(C)C)c(CC)nc12	-5	5	-2
CCCCc1nn(CC(=O)N2CC[C@@H]3CC[C@H](C2)N3C)c(=O)n1CC	-10	x	-6
CCCCN(CCC(=O)N1CCN(Cc2ccccc2)CC1)c1nc(Cc2ccc(C)cc2)ns1	-5	-2	-4
c1ccc(COCC2NCCc3[nH]cnc32)cc1 (configuration not stated)	-6	32	x
CCCNC(=O)c1cc(NC(=O)Nc2ccc(C)cc2C)ccc1N1CCCC1	-3	5	-8
CCOc1ccc(-c2nc(Cn3nnc(C(=O)Nc4cc(Cl)ccc4C)c3C)c(C)o2)cc1	-5	-3	-8
COC(=O)C(Cc1ccccc1)NC(=O)c1ccc(-n2nc(-c3ccc(Cl)c(Cl)c3)cc2N)cc1 (configuration not stated)	-1	-7	1
CCCC(C)N(C)C(=O)/C=C/c1cnccn1 (configuration not stated)	14	-13	x
CC(C)(C)c1cc(NC(=O)c2ccc(OC(F)(F)F)cc2)n(-c2ccc(Br)cc2)n1	-11	11	-8
CCOC(=O)c1nc2cc(Cl)c(Cl)cc2nc1N1CCN(C(=O)c2ccco2)CC1	0	-17	-1
CCC(C)n1ncc2c(C(=O)N3CCCCC3C(=O)N3CCCC3)cc(C)nc21 (configuration not stated)	13	-7	x
c1ccc(-n2nnnc2-n2cnc3ccccc32)cc1	-4	0	-5
Cc1nc(CC(=O)N(C)Cc2cnn(-c3ccccc3C)c2)cs1	-7	20	-14
CC(=O)c1ccc(S(=O)(=O)N2CCN(c3ccc(C(F)(F)F)cn3)CC2)cc1	-3	5	x
Oc1cccc(-c2nccn2C2CCCC2)c1	-4	1	x
COc1ccc(NC(=O)c2sc(=O)n(Cc3ccc(F)c(Cl)c3)c2C)cc1OC	-4	-2	x
CCn1nc(C(=O)N2CCN(c3ccccc3)CC2)c2c1CCN(C(=O)C(C)Oc1ccccc1)C2 (configuration not stated)	-2	7	-16
COCC(=O)NC1CCC12CCN(C(=O)C1CCOCC1)CC2 (configuration not stated)	3	x	-2
CC(C)(CCl)C(=O)Nc1ccc(N2CCC(Cc3ccccc3)CC2)c(C(=O)NCC2CCCO2)c1 (configuration not stated)	-7	17	-4
CCN(CC)CCSc1ccnc2c1c(=O)n(C)c(=O)n2C	-11	8	-9
CC1CCN(C(=O)CO[C@H]2C[C@@H](C)CC[C@@H]2C(C)C)CC(C)(C)C1 (some centres not stated)	0	-15	1
Fc1c(F)c(F)c(/C=N\Nc2nc(N3CCCC3)nc(N3CCCC3)n2)c(F)c1F	-5	0	-6
CCOc1ccc(NC(=O)N2CC(=O)N3CCc4ccccc4C3C2)cc1 (configuration not stated)	-3	-2	-6
CC(C(=O)NC1CCCC1)N(C)Cc1cc(-c2cccnc2)no1 (configuration not stated)	-11	2	x
COc1ccc(F)c(CNC2CC(=O)N(CC(C)(C)C)C2)c1 (configuration not stated)	-6	5	x
Cc1c(Br)cccc1NC(=O)C1(C)CCN1Cc1cc2ccccc2o1 (configuration not stated)	-9	12	x
Cc1ccc(C=C2N=C(c3cccc(S(=O)(=O)N(C)C)c3)OC2=O)s1	-3	6	-7
CN1CCCC1CCNC(=O)CCc1cc2c(n1-c1ccc3c(c1)OCO3)-c1ccccc1CC2 (configuration not stated)	-3	-2	-8
O=C(NCC1CCCN(Cc2cccc(-n3cccn3)c2)C1)c1ccc(F)cc1 (configuration not stated)	-5	-5	x

# An excerpt of these results, with two lines to a compound.
# Below each SMILES – hcGAS lum, NPYLR7 ag, mcGAS lum
> CC(C)(CCl)C(=O)Nc1ccc(N2CCC(Cc3ccccc3)CC2)c(C(=O)NCC2CCCO2)c1 (configuration not stated)
→ -7, 17, -4
> CCN(CC)CCSc1ccnc2c1c(=O)n(C)c(=O)n2C
→ -11, 8, -9
> CC1CCN(C(=O)CO[C@H]2C[C@@H](C)CC[C@@H]2C(C)C)CC(C)(C)C1 (some centres not stated)
→ 0, -15, 1
> Fc1c(F)c(F)c(/C=N\Nc2nc(N3CCCC3)nc(N3CCCC3)n2)c(F)c1F
→ -5, 0, -6

# (continued)
SMILES	hcGAS lum	NPYLR7 ag	mcGAS lum
COc1ccc(CNCc2ccco2)cc1OS(C)(=O)=O	-3	12	x
Cc1ccc2c(CC(=O)NCCN3Cc4ccccc4OC(c4ccccc4F)C3)cc(=O)oc2c1 (configuration not stated)	-5	21	-10
Cc1ccc(Cc2nsc(Oc3cccc(C(=O)NCCCN4CCCCC4C)c3)n2)cc1 (configuration not stated)	-3	26	-6
CC(C)CCn1c(=O)n(CCn2cccc2)c2cc(C(=O)O)cnc21	-2	11	-15
CC1(C(=O)Nc2ccc3c(c2)OCO3)CCN1CC1CCCCC1 (configuration not stated)	0	2	x
CCOc1ccccc1-c1nccn1C1CCN(Cc2ccccn2)CC1	-1	-2	x
Cc1cccc(COCC2CN(C(=O)Cc3c[nH]c4ccccc34)CCO2)c1 (configuration not stated)	0	23	-6
CCN(CC)Cc1cnc2c(C(=O)NCc3nccs3)cnn2c1	-8	2	x
O=C(N1CCC2(CCOCC2)CC1)C1(Nc2ccccc2)CCCC1	-7	7	x
CCc1ccc(S(=O)(=O)N2CCN(c3ccc4nncn4n3)CC2)s1	-8	3	-11
CCc1noc(CN(CC)C(=O)CN2CCCN(C)CC2)n1	-2	1	-10
CCCCC(=O)N(CCOC)CC(=O)N(Cc1ccccc1)Cc1cccn1Cc1cccc(C(F)(F)F)c1	-2	-3	-1
O=C1CSC(c2cccc(F)c2)N1CCN1CCNCC1 (configuration not stated)	-1	-2	-2
Cc1cccc(S(=O)(=O)N2CCN(c3nc4ccccc4c4nnc(-c5ccco5)n34)CC2C)c1 (configuration not stated)	-3	4	x
CC1CCCN(CCN2CCN(c3ccc(F)cc3)CC2)C1 (configuration not stated)	-11	4	x
Cc1cc(=O)[nH]c(SC(C)C(=O)N2CC3C[C@@H]4CC2C[C@H](C3)C4)n1 (some centres not stated)	-2	16	x
O=C(NCc1cccc2ccccc12)NCc1nnnn1-c1ccc(F)cc1	-5	-4	x
Cc1cc(N2CC[C@@H](N3CCOCC3)[C@H](O)C2)c2cc3c(cc2n1)OCO3	4	-4	x
CCN1C(=O)c2ccccc2N2C(=O)CCC12C(=O)Nc1cccc(C)c1 (configuration not stated)	-5	3	x
CC(C)(C)c1ccc(C(=O)N2CCC2(C)C(=O)Nc2cccc3ncccc23)cc1 (configuration not stated)	2	-4	0
CCc1nc2c(N3C[C@H]4C[C@H](O)[C@@H](O)C[C@H]4C3)ncnc2o1	-1	4	x
CNC(=O)NC(=O)CSc1nnc(-c2ccncc2)n1Cc1ccccc1	1	-5	x
COc1ccc(CCNC(=O)c2ccccc2S(=O)(=O)C(C)C)cc1	-3	10	-3
CCOCCOC(=NCC(C)C)NC(=O)c1cccs1	-9	25	-4
C=C=C/C=C/C=C\Oc1ccc(CO)cc1O/C=C\C=C\C=C=C	-1	9	x
Cc1nn(S(=O)(=O)N2CCCCCC2)c(C)c1Cl	-5	-2	x
CC(C)CN1CCC1(C)C(=O)Nc1cccc(Cl)c1 (configuration not stated)	-15	5	-7
Cc1cc(NC(=O)c2ccco2)n(-c2ncnc3c2cnn3-c2cccc(C)c2C)n1	-4	5	-8
COc1c(C)cnc2c1c(=O)n(Cc1cccnc1)c(=O)n2C	-6	0	-8
COc1ccc(C(=O)N(CCCN2CCOCC2)CC(=O)N(Cc2ccc(F)cc2)Cc2ccco2)c(OC)c1	-3	0	-5

# 6 neighbouring entries already listed:
SMILES	hcGAS lum	NPYLR7 ag	mcGAS lum
CCOCCOC(=NCC(C)C)NC(=O)c1cccs1	-9	25	-4
C=C=C/C=C/C=C\Oc1ccc(CO)cc1O/C=C\C=C\C=C=C	-1	9	x
Cc1nn(S(=O)(=O)N2CCCCCC2)c(C)c1Cl	-5	-2	x
CC(C)CN1CCC1(C)C(=O)Nc1cccc(Cl)c1 (configuration not stated)	-15	5	-7
Cc1cc(NC(=O)c2ccco2)n(-c2ncnc3c2cnn3-c2cccc(C)c2C)n1	-4	5	-8
COc1c(C)cnc2c1c(=O)n(Cc1cccnc1)c(=O)n2C	-6	0	-8

# (next part)
SMILES	hcGAS lum	NPYLR7 ag	mcGAS lum
CCn1c(SCC(=O)c2ccc(OC)cc2)nc2c([nH]c3ccccc32)c1=O	4	-3	-1
CC(=O)Cn1c(=O)c2c(nc3n2CCCN3c2cc(C)cc(C)c2)n(C)c1=O	-11	2	x
CCOC(=O)c1ccc2c(c1)nc(SCc1ccccc1OC(F)F)n2Cc1ccco1	4	1	-4
CCOc1ccc2nc(N3CCC(C(=O)N(CC)CCn4cccn4)CC3)nc(C)c2c1	-7	24	-7
CCN1C[C@H]2COc3ccc(C)cc3[C@H]2N(C(=O)c2ccco2)CCC1=O	-6	5	-7
O=C(NCc1ccccc1)c1cc(N2CCC[C@@H]2CO)ccn1	-12	4	x
COc1cccc(C(=O)n2sc(=O)c3ccccc32)c1	-8	1	x
O=C(NCCn1ncccc1=O)c1c(F)cccc1Cl	-9	2	x
CCCCSc1nc2ccccc2n1CCO	7	-6	-5
Cc1ncc([N+](=O)[O-])n1CC(C)O (configuration not stated)	-3&-5&-2	-9&3&-10	x
CCOC(=O)C(NS(=O)(=O)c1ccc(C)cc1)(N1CCCC1=O)C(F)(F)F (configuration not stated)	4	-1	x
Cc1cc(C)n(CCN(C(=O)c2cc3ccccc3oc2=O)c2nc3c(F)cc(F)cc3s2)n1	-6	-15	-10
Cc1cc(S(=O)(=O)N2CCCC(CNC(=O)c3cccnc3)C2)c(C)s1 (configuration not stated)	-5	16	x
Cc1ccc(N2C(=O)CC(N3CCC(Cc4ccccc4)CC3)C2=O)cc1Cl (configuration not stated)	-4	4	x
CN(C)S(=O)(=O)c1ccc(Cl)c(C(=O)NC2CCS(=O)(=O)C2)c1 (configuration not stated)	-5	5	x
CCn1c(CC2CCN(Cc3nc(C)ccc3O)CC2)n[nH]c1=O	-2	6	-19
Cc1cnc(C(NC(=O)c2cc(F)ccc2C)C2CC2)s1 (configuration not stated)	-3&4	1	x
Cc1cccc(Cn2c(=O)c3c(nc4n3CCCN4Cc3ccco3)n(C)c2=O)c1	-8	x	-8
N#Cc1ccccc1CSc1nc2cc(S(=O)(=O)N3CCCC3)ccc2n1C1CCCC1	-1	x	-5
CCOC(=O)C1(CC2CCCCO2)CCN(C(=O)Nc2cccc(SC)c2)CC1 (configuration not stated)	3	-7	-2
Cc1cc(C)n(CCCNC2CCN(CC(C)C)CC2)n1	-3	4	x
CC1C(=O)N(c2ccc3c(c2)OCO3)CCN1C(=O)Nc1ccccc1 (configuration not stated)	-1	-1	x
COc1ccc(C(=O)c2cc(C(=O)c3ccccc3)n(CC(=O)O)c2)cc1	19	-4	x
O=C(CN1C[C@H]2C[C@H](C1)[C@H]1CCCC(=O)N1C2)N1CCSCC1	-5	x	-5
O=C(C[C@@H]1C[C@@H]2C=C[C@H]1C2)N1CCc2c(nc(-c3cccnc3)[nH]c2=O)C1	-4	4	x
COc1ccc(C2Oc3ccccc3C3CC(c4ccc(OC)c(OC)c4)=NN32)cc1 (configuration not stated)	-1	1	-3
